Nrf2 inh – Nrf2 qHTS screen for inhibitors. A549 ARE-Fluc reporter, luciferase luminescence, 18-24 h. Potency, µM (top dose mostly 46 µM), for inactives: top-dose activity change, negative = inhibition, most hits filed as inhibitors. 2.1% of 360,000 active; note: potency is the fitted concentration of half-maximal effect; % is set by controls: 0 for no effect and ±100 for the full control effect; nearly all actives have a fitted effect of over 60% in size
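Two sequential reads on A549 ARE_Fluc cells exposed to compound for 18-24 h: a CellTiter-Fluor fluorescence read for viability, then a luciferase luminescence read for Nrf2/ARE activity.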
TGFb SMAD3 inh – qHTS for Inhibitors of TGF-b. AID 588855, 2011. 1.2% of 410,000 active. Potency, µM (doses to about 46.1 µM), without a hit: top-dose activity, negative = inhibition, usual class: inhibitors. HepG2 CAGA-GFP TGF-b/SMAD3 reporter, GFP fluorescence, 18 h; TGF-beta stimulated, 500 pg/mL final; note: potency is the fitted concentration of half-maximal effect; % is set by controls: 0 for no effect and ±100 for the full control effect; nearly all actives have a fitted effect of over 65% in size
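Inhibition of TGF-beta-driven CAGA-GFP reporter expression in HEPG2 cells is measured by cellular GFP fluorescence after 18 h stimulation with 500 pg/mL recombinant TGF-beta in 1% FBS medium at 37 degrees C.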
Mm-Cpn inhibitor – Inhibitors of TCP-1 ring complex (TRiC) of Methanococcus maripaludis (MmCpn): qHTS. Chaperonin Mm-Cpn (Methanococcus maripaludis). purified Mm-Cpn ATPase, ADP Transcreener TR-FRET. Potency, µM (titrated, usually from 76.9 µM), for inactives: at the highest dose activity, negative = inhibition, most hits filed as inhibitors. 0.031% of 330,000 active. AID 504842, 2011; note: potency is the fitted concentration of half-maximal effect; % is set by controls: 0 for no effect and ±100 for the full control effect; nearly all actives have a fitted effect of over 80% in size
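25 nM Mm-CPN + cpd, 10 min 37°C; + 10 uM ATP, 30 min 37°C; buffer 30 mM Tris pH 7.4, 100 mM KCl, 5 mM MgCl2, 1 mM DTT; Transcreener ADP HTRF detection 30 min RT.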
Nrf2 activator – qHTS of Nrf2 Activators | AID 624171, 2012 | AREc32 ARE-luciferase reporter (MCF7-derived line), luminescence, 24 h | Potency, µM (top dose mostly 46.1 µM), for the others: at the top dose activation, usual class: activators | 0.31% of 410,000 active; note: potency is the fitted concentration of half-maximal effect; % of control where 0% means no effect; nearly all actives have a fitted effect of over 65% in size
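ARE activation measured as luciferase luminescence (Steady-Glo, 30 min RT) in AREc32_Fluc cells after 24 hr compound exposure at 37 deg C, 5% CO2; cells seeded overnight at 1000/well in OPTI-MEM, 5% FBS.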
HepG2 tox – qHTS for Inhibitors of TGF-b: Cytotox Counterscreen | HepG2 CAGA-GFP viability, ATP luminescence, 18 h | Potency, µM (doses to about 46.1 µM), without a hit: top-dose activity change, negative = cytotoxicity, actives largely listed as cytotoxic | 0.76% of 410,000 active; note: potency is the fitted concentration of half-maximal effect; some results filed as inactive show a strong effect at the top dose
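HepG2 CAGA-GFP cells (1000/well, DMEM with 1% FBS) received compound, then TGF-beta at 500 pg/mL final, and were incubated 18 hours at 37 degrees C. Viability was read by CellTiter-Glo luminescence. Media-only wells were set as complete cell-killing and DMSO as no toxicity.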
Akt phos inh – HTS Assay for Inhibitors of Akt Phophorylation: Primary Screen. Neuro2A IGF-stimulated pAkt S473 HTRF, 20 min; stronger effect = lower value. activity change, % for hits at 50 µM. 0.32% of 360,000 active. AID 651550, 2012; in the data active = activity change below about -80%; inconclusive = mostly about -51% to -80%; note: % is set by controls: 0 for no effect and ±100 for the full control effect
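Neuro2A cells in DMEM with 0.5% FBS, overnight at 37 deg C, given compound at single 50 µM final, then IGF (6 nM final) for 20 min at 37 deg C. Lysed; phospho-Akt Ser473 by HTRF after 24 h, 665/615 ratio.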
Abeta rescue – qHTS for compounds that reverse cellular toxicity of Amyloid beta (A-beta) peptide in yeast: Primary Screen | 0.063% of 410,000 active | yeast expressing A-beta42, growth rescue, OD600, 48 h; response scale: 0% DMSO, 100% iron-clioquinol control | Potency, µM (top dose mostly 46.1 µM), for the others: at the top dose growth rescue, usual class: activators; note: potency is the fitted concentration of half-maximal effect; nearly all actives have a fitted effect of over 55% in size
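Growth rescue measured by 600 nm absorbance after 48 h yeast culture at 30 C with compound. Values normalized between DMSO and an equimolar ferric chloride plus clioquinol control.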
CCT chaperon mod – High-Throughput Screening for Modulators of Cytosolic Chaperonin Activity. 0.3% of 360,000 active. AID 651819, 2012. purified chaperonin ATPase assay, HTRF ADP detection, 30 min. activity change, % (no concentration beside the values), hits read low; in the data active = activity change below about -30%; note: % is set by controls: 0 for no effect and ±100 for the full control effect
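Nucleotide hydrolysis assay: TRiC at 20–40 nM final (set by batch activity) with 10 uM ATP, 30 min at 37 °C, in presence of 76 uM compound. Detection by competitive ADP HTRF, 30 min ambient.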
A549 tox – Nrf2 qHTS screen for inhibitors: counterscreen for cytotoxicity. 0.16% of 390,000 active. A549 ARE-Fluc cells, CellTiter-Fluor viability, 18-24 h. Potency, µM (series often up to 46 µM), for the others: top-dose activity change, negative = cytotoxicity, hits mostly inhibitors; note: potency is the fitted concentration of half-maximal effect; % is set by controls: 0 for no effect and ±100 for the full control effect
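Cytotoxicity counterscreen: CellTiter-Fluor fluorescence was measured in A549 ARE_Fluc cells after 18-24 h of compound exposure in a concentration series. The subsequent BugLite luminescent read reports ARE-luciferase activity.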
* = called active by the depositor; i = inactive; ? = inconclusive; · = no result given; & = joins results of further samples; [ ] = remark or other dose. Unless noted, calls come from the whole dose curve; as a rule, active = well fitted curve in the direction sought with a large enough effect; inconclusive = small, poorly fitted or top-dose-only effect, or another doubt; inactive = no such curve, though single readings can be large; an effect the other way counts as inactive or inconclusive.

SMILES	Nrf2 inh	TGFb SMAD3 inh	Mm-Cpn inhibitor	Nrf2 activator	HepG2 tox	Akt phos inh	Abeta rescue	CCT chaperon mod	A549 tox
CCCc1cc(=O)[nH]c(SCC(=O)Nc2sc3c(c2C#N)CCCC3)n1	-10%	-28%	1%	0.1%	-21%	i	5%	0.1	0%
O=C(CSc1ncccn1)NC(=O)NC1CCCC1	·	5%	·	0.8%	-1%	i	-6%	-2.7	·
COc1ccc(N2CCN(C(=O)C3CCCN(S(=O)(=O)c4ccc5c(c4)oc(=O)n5C)C3)CC2)cc1 (stereo not given)	-9%&-1%	0%&-26%	1%	0.3%&-0.1%	1%&-1%	i	3%&4%	2.9	3%&1%
Cc1ccc(C(O)c2ncc(-c3ccccc3F)[nH]2)cc1F (stereo not given)	·	3%	·	-0.9%[9.22 µM]	-4%	i	20%	-1.5	·
COc1ccc(-c2nc(N)ncc2-c2ccc(Cl)cc2)c(O)c1	-4%	-3%	-2%	-0.1%	-18%	i	-16%	-1.5	8%
Cc1cccc(NC(=S)NCC(c2cccnc2)N2CCOCC2)c1 (stereo not given)	-10%	-7%	1%	-0.6%	-2%	i	27%	1.5	-1%
COc1ccc2c(C)c(Cl)c(=O)oc2c1	1%	-1%	-4%	-0.8%	0%	i	-3%	-0.4	1%
CCOC(=O)C1CCN(C(=O)CN2c3ccc(CC)cc3-c3ccccc3S2(=O)=O)CC1	24%	-17%	·	0.0%	-8%	·	-16%	·	3%
Cc1ccc2nc(-c3ccc(NC(=S)NCCC(C)C)cc3)sc2c1	?	-24%	·	3.5%	-4%	i	5%	0.4	-1%
CCN(CC)S(=O)(=O)c1ccc(/C=C/C(=O)OCC(=O)N(C)C)cc1	3%	-1%	-1%	-0.3%	-4%	i	-17%	-1.3	0%
COc1ccc(S(=O)(=O)Nc2cccc(SC)c2)cc1C(=O)N1CCOCC1	-1%	0%	-1%	-0.6%	6%	i	-5%	-1.9	4%
CC(=O)Nc1ccc(NC2=CC(=O)c3ccccc3C2=O)cc1	-4%	?	-1%	7.9%	-27%	i	-1%	2.0	-5%
O=C1c2ccccc2C(=O)c2c(Nc3ccc(CCO)cc3)ccc(O)c21	?	-25%	-7%	4µM*	-32%	i	-18%	0.1	?
CCc1ccc(C2CC(c3cccc(Cl)c3)n3nc(N)nc3N2)cc1 (stereo not given)	-19%	-2%	2%	-0.5%	-3%	i	9%	-0.9	-9%
COc1cc(Cl)c(C)cc1NCC(=O)Nc1cccc(S(=O)(=O)N2CCCC2)c1	-15%	-10%	3%	-0.4%	-10%	i	4%	-2.3	2%
c1ccc(-c2nc3ccccc3[nH]2)nc1	15%	-13%	0%	2.9%	-47%	i	-18%	-1.8	-9%
C[C@@H]1CN([C@@H](C)CO)C(=O)Cc2cc(NC(=O)Nc3cccc4ccccc34)ccc2O[C@@H]1CN(C)S(C)(=O)=O	4%	2%	0%	0.2%	-1%	i	3%	-0.9	-4%
CC(C)CN(CCCNC(=O)CN1N=C(c2ccccc2)CCC1=O)CC(C)C	·	-22%	·	-0.6%	-6%	·	-7%	·	8%
CC(=O)c1cccc(S(=O)(=O)Nc2ccccc2N2CCOCC2)c1	4%	0%	-2%	-0.1%	1%	i	-9%	-0.3	1%
CN1Cc2ccccc2CC1CNCc1c(C(=O)N2CCCC2)nc2ccccn12 (stereo not given)	23%	-1%	-3%	2.8%	1%	i	3%	-4.1	0%

An excerpt from above in order of the TGFb SMAD3 inh value, descending:
canonical_smiles,TGFb SMAD3 inh
COc1ccc2c(C)c(Cl)c(=O)oc2c1,-1%
CCc1ccc(C2CC(c3cccc(Cl)c3)n3nc(N)nc3N2)cc1 (stereo not given),-2%
O=C1c2ccccc2C(=O)c2c(Nc3ccc(CCO)cc3)ccc(O)c21,-25%

7 entries from above, with values under each structure.
Second line of a record – Nrf2 inh | TGFb SMAD3 inh | Mm-Cpn inhibitor | Nrf2 activator | HepG2 tox | Akt phos inh | Abeta rescue | CCT chaperon mod | A549 tox
Cc1ccc(C(O)c2ncc(-c3ccccc3F)[nH]2)cc1F (stereo not given)
 : · | 3% | · | -0.9%[9.22 µM] | -4% | i | 20% | -1.5 | ·
Cc1cccc(NC(=S)NCC(c2cccnc2)N2CCOCC2)c1 (stereo not given)
 : -10% | -7% | 1% | -0.6% | -2% | i | 27% | 1.5 | -1%
COc1ccc(N2CCN(C(=O)C3CCCN(S(=O)(=O)c4ccc5c(c4)oc(=O)n5C)C3)CC2)cc1 (stereo not given)
 : -9%&-1% | 0%&-26% | 1% | 0.3%&-0.1% | 1%&-1% | i | 3%&4% | 2.9 | 3%&1%
CC(=O)Nc1ccc(NC2=CC(=O)c3ccccc3C2=O)cc1
 : -4% | ? | -1% | 7.9% | -27% | i | -1% | 2.0 | -5%
CCOC(=O)C1CCN(C(=O)CN2c3ccc(CC)cc3-c3ccccc3S2(=O)=O)CC1
 : 24% | -17% | · | 0.0% | -8% | · | -16% | · | 3%
Cc1ccc2nc(-c3ccc(NC(=S)NCCC(C)C)cc3)sc2c1
 : ? | -24% | · | 3.5% | -4% | i | 5% | 0.4 | -1%
COc1ccc(S(=O)(=O)Nc2cccc(SC)c2)cc1C(=O)N1CCOCC1
 : -1% | 0% | -1% | -0.6% | 6% | i | -5% | -1.9 | 4%

Other structures:
SMILES	Nrf2 inh	TGFb SMAD3 inh	Mm-Cpn inhibitor	Nrf2 activator	HepG2 tox	Akt phos inh	Abeta rescue	CCT chaperon mod	A549 tox
COc1ccc(/C=C(/NC(=O)c2cccs2)C(=O)Nc2ccc(C)cc2)cc1OC	-11%	0%	-4%	0.1%	-8%	i	10%	-1.6	-5%
O=C(NC1CC1)C1=C[C@@H](C2CC2)C[C@@H](OCCCCO)O1	2%	-5%	·	-1.2%	3%	i	2%	0.1	0%
CCOC(=O)C1CCCN(CCC(=O)Nc2cccc(Cl)c2C)C1 (stereo not given)	3%	0%	1%	0.0%	-3%	i	16%	-0.2	-3%
O=C(NCCN1CCN(C(=O)C(c2ccccc2)c2ccccc2)CC1)C(=O)Nc1ccccc1	-9%	-13%	-3%	-1.1%	-21%	i	10%	2.0	-8%
CC(C)(C)N=Cc1c(O)ccc2oc3c(c12)CCCC3	0%	8%	2%	3.0%	10%	i	-8%	-0.7	1%
CCCNC(=O)c1cccc(S(=O)(=O)N2CC3(C)CC2CC(C)(C)C3)c1 (stereo not given)	?	-4%	0%	0.4%	-4%	i	-17%	-2.9	0%
CC(=O)c1c(C)[nH]c(C(=O)OCCCCN2C(=O)c3ccccc3C2=O)c1C	5.8µM*	-3%	0%	0.9%	-20%	i	8%	-1.1	-19%
CN(C)CCCn1c(N)c(C#N)c2nc(C#N)c(C#N)nc21	4%	-16%	-1%	3.3%	14%	i	13%	-0.1	-1%
COc1ccc(S(=O)(=O)N/N=C\c2ccc(OC)c(COc3ccc(C)cc3[N+](=O)[O-])c2)cc1	-13%	?	-4%	0.4%	-40%	i	-2%	-0.6	-10%
CCOC(=O)C1CCCN(C(=O)Cc2c(F)cccc2Cl)C1 (stereo not given)	2%	2%	-2%	0.1%	0%	i	7%	-1.9	-5%
Cc1ccc(OCCN2CCC2(C)C(=O)NCc2ccc(C(F)(F)F)cc2)cc1 (stereo not given)	·	13µM*	·	6.7%	-39%	i	-3%	-0.6	·
O=C(O)C1(S(=O)(=O)c2ccc(Cl)cc2)CCC1	9%	-5%	0%	-0.3%	7%	i	-3%	-1.0	-1%
COC(=O)[C@]12CCCCC=C1N(CCC1=CCCCC1)C(=O)[C@H](CC(=O)N1CCSCC1)C2	·	·	·	-0.4%	·	i	2%	0.3	·
COc1cccc(-n2ccnc2SCC(=O)Nc2ccccc2)c1	-10%	3%	-2%	-0.1%	8%	i	17%	-0.7	-6%
Oc1ccc(Cl)cc1CNc1nccs1	7%	9%	-2%	0.3%[9.22 µM]	-2%	i	4%	3.1	5%
COC(=O)c1ccc(NC(=O)c2ccc(NC(=O)c3ccco3)cc2)cc1	-7%	12%	0%	-1.1%	1%	i	13%	0.0	0%
O=c1ccc(-c2ccc(S(=O)(=O)Nc3cccc(F)c3)o2)n[nH]1	-11%	2%	-1%	-0.6%	-11%	i	-22%	-1.6	1%
Cc1ccccc1-c1cc2nccc(-c3cc(Cl)ccc3O)n2n1	-14%	25%	·	1.7%	2%	·	-20%	·	-12%
COc1ccc(N(CC(=O)Nc2ccccc2C)S(=O)(=O)c2ccccc2[N+](=O)[O-])c(OC)c1	?	6%	-1%	-0.9%	0%	i	-11%	-6.9	5%
O=C(CSc1nnc(CNC(=O)c2cccs2)o1)Nc1cccc(Cl)c1	28%	12%	1%	0.2%	8%	i	0%	1.6	-1%
COc1ccc(NC(=O)/C(=C\c2cccs2)NC(=O)c2ccco2)cc1	-2%	-17%	2%	-0.9%	4%	i	-6%	-2.5	1%
O=C(NCc1n[nH]c(=S)n1-c1ccc(Cl)c(Cl)c1)c1cccs1	-6%	?	-2%	0.1%	8%	i	8%	-1.0	3%

Screening data: PubChem, National Center for Advancing Translational Sciences (NCATS)

No enrichment for hits. Share with any hit: about 4.3%.
